TDP-43 yeast inh = rescues yeast growth from TDP-43 toxicity | Potency, µM (titrated, usually from 46.1 µM), without a hit: top-dose growth rescue (activation), most hits filed as activators | 410,000 compounds, 1.8% hits | AID 652104 | TDP-43 expressing yeast growth rescue, BacTiter-Glo, 24 h; also: % of control where 0% means no effect; nearly all actives have a fitted effect of over 50% in size
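Galactose-induced TDP-43 yeast, OD600=0.02, compound pinned; 24 hr, 30 deg C; BacTiter-Glo luminescence for growth. Inhibitors of TDP-43 toxicity read as activators.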
HT1080-NT tox = kills 2HG-producing HT-1080-NT fibrosarcoma cells; Potency, µM (top dose mostly 46.1 µM), inactives show at the highest dose activity, negative = less viability, hits mostly cytotoxic; HT-1080-NT fibrosarcoma viability, CellTiter-Glo ATP luminescence, 48 h; 360,000 compounds, 1.6% hits; AID 686970;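 also: NT is the 2HG producing partner of a matched IDH1 knockdown line; 0% = DMSO-treated cells and -100% = media-only wells without cells; nearly all actives have a fitted effect of over 55% in size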
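HT-1080-NT fibrosarcoma cells (2HG-overproducing), 750 cells/well in RPMI with 5% FBS, dosed after 2 h and incubated 48 h at 37C. CellTiter-Glo luminescence normalized to DMSO and no-cell wells; concentration-response curves fitted and classed.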
SW480 rereplic = DNA re-replication induction in SW480 cells | SW480 DNA re-replication, Hoechst DNA content imaging, 48 h | Potency, µM (top dose mostly 46.1 µM), without a hit: at the top dose re-replication activation, actives largely listed as activators | 340,000 compounds, 1.8% hits; also: % of control where 0% means no effect; nearly all actives have a fitted effect of over 55% in size
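Per well, 250 cells were exposed to pinned compound for 48 hr. Nuclear DNA was visualised with Hoechst (40 min, 37 C) and total object intensity recorded by fluorescence scanning.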
GLP1R inv ag = GLP-1 receptor (human) inverse agonism; P43220; HEK293 GLP-1R CRE-luciferase, luminescence, 24 h; GLP-1R form is constitutively active; Potency, µM (doses to about 38.3 µM), inactives show top-dose activity change, negative = inhibition, most hits filed as inhibitors; 410,000 compounds, 1.6% hits; also: % is scaled to controls: 0 for no effect and ±100 for the full control effect; nearly all actives have a fitted effect of over 55% in size
Target sequence (P43220 whole entry, looked up): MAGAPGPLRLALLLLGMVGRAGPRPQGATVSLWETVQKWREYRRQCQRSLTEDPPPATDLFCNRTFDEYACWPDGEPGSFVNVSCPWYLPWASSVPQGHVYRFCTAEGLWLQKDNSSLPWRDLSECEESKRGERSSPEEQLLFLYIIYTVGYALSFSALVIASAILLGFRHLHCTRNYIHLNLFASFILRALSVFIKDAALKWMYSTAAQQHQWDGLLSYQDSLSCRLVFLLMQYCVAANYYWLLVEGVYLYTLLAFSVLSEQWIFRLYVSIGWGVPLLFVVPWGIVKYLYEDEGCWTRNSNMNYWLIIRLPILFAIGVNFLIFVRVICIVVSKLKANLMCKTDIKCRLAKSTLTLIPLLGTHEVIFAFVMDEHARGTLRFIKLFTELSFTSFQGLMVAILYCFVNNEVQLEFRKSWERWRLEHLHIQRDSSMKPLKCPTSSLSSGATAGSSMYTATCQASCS
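Constitutively active GLP-1R drives a cAMP-responsive luciferase in stably transfected HEK293 cells; test compounds are added after overnight (12 h) attachment and left 24 hr, and signal loss in luminescence marks inhibition.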
KB-3-1 tox = KB-3-1 parental cell cytotoxicity. Potency, µM (doses to about 46.1 µM), for inactives: at the highest dose activity change, negative = cytotoxic, actives largely listed as cytotoxic. AID 1347075. 400,000 compounds, 1.4% hits. KB-3-1 viability, CellTiter-Glo ATP luminescence, 72 h; also: % is scaled to controls: 0 for no effect and ±100 for the full control effect; nearly all actives have a fitted effect of over 60% in size
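Viability of parental KB-3-1 cells, measured by CellTiter-Glo luminescence, followed a 72 h incubation at 37 °C with pinned compounds in phenol-red-free DMEM containing 10% FBS.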
GLP1R ag = activates the human GLP-1 receptor; P43220; HEK293 GLP-1R CRE-luciferase, luminescence, 4-6 h; cells express a hypersensitive GLP-1R form; Potency, µM (titrated, usually from 45.6 µM), for inactives: top-dose activation, usual class: activators; 380,000 compounds, 0.007% hits; also: % of control where 0% means no effect
HT1080 IDH1KD tx = toxicity to HT-1080 IDH1 knockdown cells (counter line); Potency, µM (titrated, usually from 46.1 µM), for inactives: top-dose activity, negative = toxicity, most hits filed as cytotoxic; HT-1080 IDH1 knockdown viability, ATP luminescence, 48 h; 360,000 compounds, 2% hits;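 also: 0% = DMSO wells and -100% = cell-free medium wells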
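Viability of IDH1-knockdown HT-1080 fibrosarcoma cells was assessed by CellTiter-Glo after 48 h at 37 °C with titrated compound; concentration-effect curves were classified by fit quality and response size.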
GLP1R cytotox = cytotoxicity counter-screen for GLP-1 receptor inverse agonists. HEK293 cAMP-luciferase reporter cells, luminescence, 24 h. Potency, µM (highest dose often 38.3 µM), inactives show at the top dose activity change, negative = inhibition, most hits filed as inhibitors. 410,000 compounds, 0.13% hits;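 also: loss of luciferase light is scored as toxicity; % is scaled to controls: 0 for no effect and ±100 for the full control effect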
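1536-well qHTS counterscreen of the MLSMR; 200 cells/uL, 12 h pre-incubation, 23 nL cpd, 24 h at 37 deg C 5% CO2, luciferase detection reagent, 12 min RT, luminescence. Inhibition = undesired.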
KB-V1 MDR tox = kills drug-selected multidrug resistant KB-V1 cells; KB-V1 MDR cells viability, CellTiter-Glo, 72 h; AID 1347076; Potency, µM (series often up to 46.1 µM), inactives show top-dose activity change, negative = cytotoxicity, actives largely listed as cytotoxic; 400,000 compounds, 3.4% hits; also: % is scaled to controls: 0 for no effect and ±100 for the full control effect; nearly all actives have a fitted effect of over 60% in size
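Potencies derive from concentration-effect curves fitted to normalized luminescence (CellTiter-Glo) of KB-V1 cells treated for 72 h at 37 degrees C in phenol-red-free DMEM containing 10% FBS.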
The depositor's hits bear a star; ? = inconclusive; · = no result given; & = joins results of further samples; [ ] = dose if it differs, or a comment. Calls follow the shape of the dose curve; as a rule, active = well fitted curve in the direction sought with a large enough effect; inconclusive = small, poorly fitted or top-dose-only effect, or another doubt; inactive = no such curve, though single readings can be large; an effect the other way counts as inactive or inconclusive. Potency is read from the fitted curve at half-maximal effect.

Sequence of screens – TDP-43 yeast inh	HT1080-NT tox	SW480 rereplic	GLP1R inv ag	KB-3-1 tox	GLP1R ag	HT1080 IDH1KD tx	GLP1R cytotox	KB-V1 MDR tox
- CC1CCC(NC(=O)CCC(=O)N2CC(C)Oc3ccccc32)CC1 (stereo not given)
    -19.3%	-10.8%	-4.8%	-9.2%	-13.3%	1.1%	-3.3%	-4.3%	-4.6%
- COc1ccc(NC(=O)CN(C)C(=O)c2c(C)nn(Cc3ccc(C)cc3)c2Cl)cc1
    8.9%	-1.0%	-3.1%	-20.3%	-0.6%	3.5%	-0.5%	5.4%	14.6%
- COc1ccc(OCc2cc(C(=O)N3CCSCC3)no2)c(Cl)c1
    -0.3%	7.4%	-5.7%	?	7.1%	15.3%	10.9%	0.5%	?
- Cc1ccc(CSCC(=O)N(C)CC(=O)Nc2cccc(F)c2)cc1
    19.5%	0.8%	-416.2%[inhibitor]	?	14.3%	18.7%	-10.0%	-5.7%	-5.3%
- CCN(C(=O)c1ccncc1)c1c(N)n(Cc2ccccc2)c(=O)[nH]c1=O
    -6.5%	0.1%	0.8%	13.0%	-2.3%	-15.1%	2.5%	0.0%	5.4%
- CCSc1nnc(NC(=O)c2cccc(OCc3c(C)noc3C)c2)s1
    0.0%	-0.5%	5.9%	-21.4%	1.1%	2.0%	-10.8%	-18.2%	0.0%
- Cc1ccc(NC(=O)CSc2n[nH]c(-c3ccncc3)n2)cc1C
    -17.5%	-16.1%	15.4%	12.5%	0.9%	4.6%	3.9%	1.8%	10.6%
- CCOC(=O)CC1C(=O)NCCN1C(=O)c1cccc(OC)c1 (stereo not given)
    10.8%	2.9%	-14.9%	7.9%	0.0%	-1.7%	0.1%	6.7%	20.0%
- CC(C1CC1)N(C(=O)c1ccccc1[N+](=O)[O-])c1ccccc1 (stereo not given)
    -21.0%	-9.4%	?	?	-4.5%	-2.1%	0.4%	-4.7%	-0.1%
- O=S(=O)(Nc1ccc(-n2cccc2)cc1)c1ccccc1
    ?	-2.9%	-1.1%	?	-0.8%	1.8%	-15.3%	-5.0%	-2.9%
- Cc1cccc(C)c1Nc1c(-c2ccc(N3CCOCC3)cc2)nc2ncccn12
    25.1%&-0.2%	0.0%	-0.7%	-5.7%&-10.3%	0.1%&-6.6%	-5.2%	-0.1%	3.0%&17.5%	6.4%&-7.0%
- Cc1ccccc1NC(=O)Cc1nc(COC(=O)c2cc(Cl)ccc2O)cs1
    2.5%	-3.0%	2.1%	-17.5%	-7.9%	4.9%	2.5%	-4.9%	0.3%
- O=c1c2ccccc2nnn1CSc1nnc(COc2ccc(Cl)cc2)n1Cc1ccco1
    -17.6%	-5.2%	13.5%	-3.2%	?	1.6%	0.6%	-17.5%	?
- COc1ccc(CCNC(=O)c2ccc3c(c2)S(=O)(=O)N=C2CCCCCN23)cc1
    ?	-6.5%	-97.9%	-8.4%	-3.7%	9.0%	-2.5%	11.0%	0.0%
- Cc1ccc(CN2CCN(C(=O)c3ccco3)CC2)cc1
    -8.9%	2.7%	-4.7%	-4.5%	0.0%	-5.7%	3.7%	1.9%	-13.1%
- O=C(Nc1nc2c(cc3c4c(cccc42)CC3)s1)c1ccccc1Cl
    18.2%	-7.2%	-4.0%	19.6%	-3.2%	-12.0%	5.0%	16.9%	?
- Cn1c(=O)c(-[n+]2ccccc2)c([O-])c2ccccc21
    -4.5%	13.2%	-8.4%	7.3%	4.1%	-10.0%	10.1%[9.24 µM]	-2.6%	4.9%
- CCCCNC(=O)C1(C)CCC(=O)N1CCOc1ccccc1 (stereo not given)
    -14.8%	10.6%	·	12.8%	0.0%	-0.4%	11.8%	0.5%	-9.2%
- CCCCC[C@@H]1C=C(C(=O)O)[C@H](c2ccc(F)cc2)N1S(=O)(=O)c1ccc(C)cc1
    20.7%	4.9%	0.1%	?	0.0%	-8.0%	-2.5%	-14.3%	0.0%
- CCOC(=O)Nc1sc2c(c1C(N)=O)CCC(C)C2 (stereo not given)
    -8.1%	15.5%	-84.2%[inhibitor]	41.9%[activator]	-0.8%	14.3%	9.7%	-12.1%	9.4%
- COc1ccc(N2CCN(c3ccc(NC(=O)c4ccc5c(c4)OCO5)cc3C#N)CC2)cc1
    15.9%	15.1%	-0.8%	1.5%	-7.4%	-1.5%	2.5%	3.5%	-0.9%
- O=C(OCC(=O)c1ccc[nH]1)c1cncc(Br)c1
    0.0%	15.9%	-2.1%	-1.6%	0.5%	-3.4%	4.5%	4.7%	19.3%
- O=C(CCN1c2ccccc2Sc2ccccc21)Nc1ccccc1
    ?	-9.2%	-1.1%	?	0.0%	-1.3%	?	21.2%	?
- O=C(COc1ccc(Cl)cc1)N(Cc1ccco1)c1ccccn1
    36.0%	·	·	-16.8%	6.8%	·	·	5.8%	0.7%
- Fc1ccc(/C=N/Nc2cc(N3CCOCC3)ncn2)cc1
    -5.1%	-14.1%	20.8%	6.5%	4.1%	-3.0%	-9.3%	-3.9%	9.4%
- Cn1nnc(NC(=S)NC(=O)c2cccc3c(Cl)cccc23)n1
    22.7%	1.8%	1.6%	34.6%[activator]	14.5%	-6.2%	1.9%	?	?
- COc1ccc(C(c2nnnn2C(C)(C)C)N2CCN(c3nc4ccccc4s3)CC2)cc1OC (stereo not given)
    -3.2%	11.1%	2.2%	-0.4%	0.5%	1.9%	0.3%	12.6%	0.0%
- COc1cccc(CNC(=O)C(=O)NCC(c2cccs2)S(=O)(=O)c2cccs2)c1 (stereo not given)
    10.3%	·	·	-19.7%	-11.3%	·	·	-4.5%	-8.6%
- COc1ccc(C(=S)Nc2ccc(C)cc2)cc1
    -8.4%	4.7%	-4.4%	-6.0%	1.7%	8.9%	17.3%	2.0%	16.5%
- COc1ccc([C@H]2C[C@@H](n3cc(C4CC4)nn3)[C@H](O)CN2C(=O)C2CCCCC2)cc1
    4.4%	-5.6%	·	1.8%	2.9%	7.3%	-3.6%	-2.6%	-13.1%
- CN1CC(=O)NC1=NC(=O)c1ccc(Cl)c(S(=O)(=O)N2CCCCCC2)c1
    -7.2%	-19.7%	18.7%	2.7%	2.0%	-2.4%	-15.9%	-5.3%	?
- CNS(=O)(=O)c1cccc(C(=O)OCc2cc(Cl)cc3c2OCOC3)c1
    ?	-6.0%	15.3%	0.0%	1.2%	?	-16.5%	2.4%	18.4µM*
- COc1ccc(OC)c(NC(=O)Cn2cnc3sc(C)c(S(=O)(=O)N4CCN(c5ccccc5OC)CC4)c3c2=O)c1
    17.0%	·	·	11.6%	0.8%	·	·	1.7%	10.4%
- COc1c(Br)cc(Br)cc1C(=O)O
    21.9%	5.7%	-1.1%	7.6%	-4.5%	-14.4%	10.2%	-23.9%	1.0%
- O=[N+]([O-])c1ccc(NN=CC2CCCCCC2)c([N+](=O)[O-])c1
    17.5%	15.3%	·	18.1%	-2.3%	6.7%	16.7%	2.7%	-15.7%
- O=S(=O)(Nc1cccc2ccccc12)c1ccccc1
    2.0%	-6.7%	?	?	6.7%	2.3%	-18.4%	-8.1%	0.0%
- COc1cc2c(cc1NC(=O)c1cc(-c3cccnc3)nc3ccc(C)cc13)oc1ccccc12
    -14.7%	0.9%	21.2%	5.6%	-0.4%	8.0%	1.4%	1.0%	-0.2%
- COc1ccccc1OCCNC(=O)c1ccc(S(=O)(=O)N(C)C)cc1
    -24.0%	0.5%	0.5%	-8.4%	0.8%	-9.7%	21.6%	4.8%	-28.9%
- Cc1cnc(NC(=O)CN(C)S(=O)(=O)c2ccc(Cl)cc2)s1
    -11.8%	?	-3.8%	0.1%	-8.3%	8.8%	?	0.9%	-12.9%
- COC(=O)c1cc(NC(=O)C2CC=CCC2C(=O)O)cc(C(=O)OC)c1 (stereo not given)
    -1.3%	15.1%	2.8%	4.8%	7.0%	-3.9%	13.4%	9.1%	5.1%
- CN(Cc1ccccc1)C(=O)c1cccc(NC(=O)Cc2cccc(NC(=O)C3CCN(C(=O)C4CCC4)CC3)c2)c1
    21.9%	-0.2%	6.6%	13.5%	0.0%	3.5%	3.2%	3.1%	0.0%
- CCOC(=O)c1nc[nH]c1C
    -24.1%	6.1%	-9.2%	5.0%	?	-15.4%	18.8%	-17.6%	0.9%
- COc1ccc(COC(=O)c2cc([N+](=O)[O-])ccc2N2CCOCC2)cc1F
    27.8%	0.0058µM*	?	-57.2%	0.13µM*	?	0.0052µM*	-44.7%	0.0731µM*
- O=C(Nc1ccc2c(c1)OCO2)C1CC(c2ccccc2O)=NO1 (stereo not given)
    -4.4%[1.82 µM]	-8.7%	2.6%	-18.8%	-1.1%	9.7%	5.1%	-6.0%	?
- COc1ccc(C(=O)COC(=O)CN2C(=O)NC(C)(C)C2=O)cc1OC
    5.2%	0.7%	-1.1%	0.0%	-2.7%	19.5%	-0.9%	2.2%	-12.2%
- COC(=O)C1=C(C)N(c2ccc(Cl)c(Cl)c2)C(=O)C1
    12.6µM*	14.6µM*	?	12.6µM*	?	-4.6%	?	-11.4%	-6.6%
- CCOc1ccc(S(=O)(=O)NCc2ccc(F)cc2)c2cccnc12
    6.8%	-1.4%	-3.7%[9.22 µM]	13.3%	6.6%	28.4%	-1.7%	17.8%	-11.2%
- O=c1oc2ccccc2cc1NCc1ccccc1O
    ?	0.5%	-2.9%	?	-15.0%	1.0%	-10.3%	-6.0%	11.0%
- CCCCN(C=O)c1c(CC)nc2c(OCCOc3ccccc3)cccn12
    11.7%	-17.1%	·	?	-0.1%	-1.3%	-17.0%	2.1%	-23.1%
